# Bioassay records as filed in PubChem.
# MmCpn inh: inhibitors of Methanococcus maripaludis chaperonin (MmCpn). purified Mm-Cpn ATPase, ADP Transcreener TR-FRET. actives 0.031% (n = 330,000). Potency, µM (series often up to 76.9 µM), for inactives: top-dose activity, negative = inhibition, usual class: inhibitors; also: potency is read from the fitted curve at half-maximal effect; % is scaled to controls: 0 for no effect and ±100 for the full control effect; nearly all actives have a fitted effect of over 80% in size
#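 Eu-cryptate anti-ADP/ADP-d2 competition gives a ratio inversely related to ADP. Enzyme at 25 nM was pre-exposed to compound for 10 min, then given 10 uM ATP for 30 min, 37°C throughout.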
# Nrf2 block: Nrf2 pathway inhibition. Potency, µM (highest dose often 46 µM), for inactives: at the highest dose activity change, negative = inhibition, usual class: inhibitors. A549 ARE-Fluc reporter, luciferase luminescence, 18-24 h. actives 2.1% (n = 360,000); also: potency is read from the fitted curve at half-maximal effect; % is scaled to controls: 0 for no effect and ±100 for the full control effect; nearly all actives have a fitted effect of over 60% in size
#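 Nrf2 function is reported as luminescence of an ARE-controlled luciferase in A549 cells. Compounds were tested at several concentrations, and a CellTiter-Fluor read on the same wells flagged cytotoxicity.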
# Nrf2 ARE act: activates Nrf2 signaling; AREc32 ARE-luciferase reporter (MCF7-derived line), luminescence, 24 h; Potency, µM (top dose mostly 46.1 µM), inactives show at the highest dose activation, hits mostly activators; actives 0.31% (n = 410,000); also: potency is read from the fitted curve at half-maximal effect; % of control where 0% means no effect; nearly all actives have a fitted effect of over 65% in size
#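 Reporter line AREc32 (ARE-Fluc), seeded overnight in OPTI-MEM with 5% FBS; compound pin-transferred, 24 hr at 37 deg C, 5% CO2; luminescent read-out.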
# HepG2 tox: kills HepG2 cells in TGF-b inhibitor counter-screen | HepG2 CAGA-GFP viability, ATP luminescence, 18 h | Potency, µM (highest dose often 46.1 µM), for inactives: at the top dose activity change, negative = cytotoxicity, most hits filed as cytotoxic | actives 0.76% (n = 410,000); also: potency is read from the fitted curve at half-maximal effect; some results filed as inactive show a strong effect at the top dose
#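 HepG2 CAGA-GFP cells (1000/well, DMEM with 1% FBS) received compound, then TGF-beta at 500 pg/mL final, and were incubated 18 hours at 37 degrees C. Viability was read by CellTiter-Glo luminescence. Media-only wells were set as complete cell-killing and DMSO as no toxicity.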
# A549 viability: kills or reduces viability of A549 cells in Nrf2 counter-screen | A549 ARE-Fluc cells, CellTiter-Fluor viability, 18-24 h | Potency, µM (titrated, usually from 46 µM), for the others: at the highest dose activity change, negative = cytotoxicity, most hits filed as inhibitors | actives 0.16% (n = 390,000) | AID 504648; also: potency is read from the fitted curve at half-maximal effect; % is scaled to controls: 0 for no effect and ±100 for the full control effect
#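 Cytotoxicity counterscreen: CellTiter-Fluor fluorescence was measured in A549 ARE_Fluc cells after 18-24 h of compound exposure in a concentration series. The subsequent BugLite luminescent read reports ARE-luciferase activity.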
# TGFb SMAD3 inh: blocks TGF-b signaling. HepG2 CAGA-GFP TGF-b/SMAD3 reporter, GFP fluorescence, 18 h; TGF-beta stimulated, 500 pg/mL final. Potency, µM (doses to about 46.1 µM), for the others: top-dose activity, negative = inhibition, actives largely listed as inhibitors. actives 1.2% (n = 410,000). AID 588855; also: potency is read from the fitted curve at half-maximal effect; % is scaled to controls: 0 for no effect and ±100 for the full control effect; nearly all actives have a fitted effect of over 65% in size
#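 HEPG2 CAGA-GFP reporter cells (1000/well, DMEM with 1% FBS) received compounds, then recombinant TGF-beta at 500 pg/mL final for 18 hours at 37 degrees C. Per-cell GFP summed per well was normalised to unstimulated and stimulated DMSO controls before curve fitting.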
# Abeta rescue: A-beta toxicity reversal in yeast; yeast expressing A-beta42, growth rescue, OD600, 48 h; response scale: 0% DMSO, 100% iron-clioquinol control; Potency, µM (doses to about 46.1 µM), for the others: top-dose growth rescue, usual class: activators; actives 0.063% (n = 410,000); also: potency is read from the fitted curve at half-maximal effect; nearly all actives have a fitted effect of over 55% in size
#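 Yeast growth medium received pinned compounds, then yeast cells expressing toxic A-beta were added; plates incubated at 30 C for 48 hr. Growth read as absorbance at 600 nm, normalized to DMSO and equimolar FeCl3 plus clioquinol controls.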
# CCT chaperon mod: changes cytosolic chaperonin activity. purified chaperonin ATPase assay, HTRF ADP detection, 30 min. activity change, % (test concentration not listed), hits read low. actives 0.3% (n = 360,000). AID 651819; in the data active = activity change below about -30%; also: % is scaled to controls: 0 for no effect and ±100 for the full control effect
#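 First, chaperonin was dispensed at 40 nM or 20 nM final depending on batch activity. Next, compounds were pinned at 76 uM and ATP added at 10 uM. After 30 min at 37 °C, ADP detection reagents ran 30 min at ambient temperature.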
# pAkt inh: blocks phosphorylation of Akt | Neuro2A IGF-stimulated pAkt S473 HTRF, 20 min; hits give low values | activity change, % for hits at 50 µM | actives 0.32% (n = 360,000) | AID 651550; in the data active = activity change below about -80%; inconclusive = mostly about -51% to -80%; also: % is scaled to controls: 0 for no effect and ±100 for the full control effect
#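 Single-point screen (50 µM final compound) in Neuro2A cells stimulated 20 min with 6 nM IGF at 37 deg C. After lysis, Ser473-phosphorylated Akt read by HTRF (ex 330 nm, em 615/665 nm) as the 665/615 ratio.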
# Active calls of the source: *; i = inactive; ? = inconclusive; / = no result given; & = joins results of further samples; [ ] = remark or other dose. Unless noted, calls follow the shape of the dose curve; as a rule, active = well fitted curve in the direction sought with a large enough effect; inconclusive = small, poorly fitted or top-dose-only effect, or another doubt; inactive = no such curve, though single readings can be large; an effect the other way counts as inactive or inconclusive.
SMILES	MmCpn inh	Nrf2 block	Nrf2 ARE act	HepG2 tox	A549 viability	TGFb SMAD3 inh	Abeta rescue	CCT chaperon mod	pAkt inh
O=C(Nc1ccc2c(c1)OCO2)Nc1cnccn1	-2%	11%	2.4%	-18%	18%[1.84 µM]	-6%	-12%	-3.3	i
O=C(O)c1ccc([N+](=O)[O-])nc1	/	/	-0.6%	2%	/	8%	-4%	1.5	i
COc1ccccc1N1CCN(c2ccc([N+](=O)[O-])cc2Cl)CC1	0%	-28%	-0.9%	-17%	-5%	-24%	-4%	-1.3	i
Clc1ccc(N(CC2CO2)CC2CO2)cc1 (stereo not drawn)	/	0%	4.6%	4%	-1%	-5%	-7%	-2.8	i
CCC(CC)C(=O)Nc1ccc(-c2cn3cccnc3n2)cc1	-9%	?	0.5%&0.2%	4%&0%	1%&-1%	-4%&3%	-12%&-4%	-16	i
CCCCC(=O)Nc1ncc(Br)s1	1%	?	2.9%	-46%	-6%	?	?	0.8	i
CCOc1ccc(C(=O)CCC(=O)NC(CC(C)C)C(=O)OC)cc1 (stereo not drawn)	-5%	7%	0.0%	-1%	4%	1%	-7%	-0.3	i
Cc1ccc(S(=O)(=O)Nc2ncnc3sccc23)cc1C	1%	4%	-0.2%	-6%	1%	0%	?	-0.8	i
O=C(CCc1nc2ccccc2n1-c1ccccc1)NCCO	0%	3%	-0.7%	3%	1%	3%	-3%	0.1	i
CCn1c(CN2CCCCC2)nc2cc(NC(=O)COc3ccc([N+](=O)[O-])cc3)ccc21	/	?	-1.2%	2%	1%	?	-12%	/	/
CCc1ccc(N2C(=O)CN(S(=O)(=O)CC)CC2(C)C(=O)NC2CCCCC2)cc1 (stereo not drawn)	/	-8%	-0.6%	-16%	-1%	-21%	-11%	/	/
CC(C)CCNC(=O)NC(=O)CSc1ccc(S(=O)(=O)N2CCOCC2)cn1	-5%	-11%	0.1%	0%	-1%	4%	23%	1.0	i
Cc1ccccc1C(=O)NC1CCN(CC(=O)Nc2c(C)cccc2C)CC1	-1%	17%	0.0%	-23%	7%	-13%	-19%	-0.4	i
CCN(C(=O)CSC1=Nc2ccccc2C2CC=NN12)C1CCS(=O)(=O)C1 (stereo not drawn)	2%	-4%	12%	-10%	3%	-10%	-9%	-2.0	i
CCn1c(=NC(=O)c2ccco2)sc2cccc(F)c21	-3%	?	?	-8%	5%	-24%	6%	0.3	i
Cc1c(C(=O)OC2CCC(C)CC2)[nH]c2c1C(=O)CC(c1ccc(F)cc1)C2 (stereo not drawn)	/	15%	-0.8%	-3%	1%	3%	-15%	/	/
COc1ccc(N2C(=NC(=O)C3CCCO3)SC3CS(=O)(=O)CC32)cc1 (stereo not drawn)	-4%	13%	-0.5%	2%	-2%	0%	4%	1.6	i
O=C(O)c1ccccc1/C=N/Nc1ccc(S(=O)(=O)Nc2ccc(Cl)cc2)cc1[N+](=O)[O-]	/	-5%	-0.9%	-11%	0%	4%	-1%	-1.1	i
CNC1(c2nnnn2-c2ccccc2C)CCOC(C)(C)C1 (stereo not drawn)	3%	-13%	0.1%	-8%	-1%	4%	0%	-2.1	i
Nc1c(C(O)(C(F)(F)F)C(F)(F)F)ccc2ccccc12	-2%	?	-0.1%	-39%	?	?	-7%	-1.2	i
COc1ccc2c(c1)OC[C@H]1[C@H]2N2C(=O)CN(CCc3c[nH]c4ccccc34)C(=O)[C@@]2(C)[C@H]1c1ccccc1	-1%	-10%	-0.1%	-24%	-5%	-21%	-12%	-0.1	i
COc1ccccc1CNC(=O)c1cc(-c2ccccc2)nn1CC1CC(c2cccc([N+](=O)[O-])c2)=NO1 (stereo not drawn)	/	-18%	-0.2%	-10%	4%	-12%	4%	0.2	i
Cc1ccc(C(=O)Cn2c3[n+](c4ccccc42)CC(O)CS3)cc1 (stereo not drawn)	3%	-1%	-0.4%	6%	-8%	-2%	3%	-4.1	i
CS(=O)(=O)NCCNc1ncc(C(F)(F)F)cc1Cl	-2%	14%	0.2%	9%	3%	17%	-15%	-3.2	i
Cc1[nH]nc2c1C(c1ccc(F)cc1)C(C#N)=C(N)O2 (stereo not drawn)	0%	6%	1.0%	-13%	-8%	2%	20%	-0.6	i
COc1ccc(S(=O)(=O)N(C)c2ccc(C(=O)NCC3CCCO3)cc2)cc1 (stereo not drawn)	0%	1%	1.5%	0%	13%	-4%	-5%	-0.1	i
CCOC(=O)c1c(NC(=O)CN2C(=O)NC3(CCC(C)CC3)C2=O)sc(C)c1CC (stereo not drawn)	1%	10%	0.0%	10%	1%	8%	-3%	-1.9	i
CCC(C)NC(=O)c1ccc(CSCc2ccccc2Cl)o1 (stereo not drawn)	1%	-22%	2.2%	-1%	7%	3%	13%	-0.6	i
CCC(C)C(=O)Nc1nc2ccc(S(C)(=O)=O)cc2s1 (stereo not drawn)	1%	?	5.1%	-26%	3%	-2%	8%	2.3	i
CC(C)C[C@@H](COCc1ccc([N+](=O)[O-])cc1)N1CCN(C(=O)c2ccc(C(F)(F)F)cc2)CCC1=O	/	/	5.5%	/	/	/	8%	2.1	i
CCOC(=O)C1(Cc2ccccc2C(F)(F)F)CCN(C(=O)c2cc(C(C)=O)n[nH]2)CC1	0%	27%	3.5%	4%	-3%	-13%	-2%	0.9	i
COCCOC(=O)c1c(C)oc2ccc(OCC=C(C)C)cc12	0%	-23%	-0.1%	2%	2%	2%	-11%	-12	i
O=C(Cn1nc2n(c1=O)-c1ccccc1SC2)N/N=C/c1cccs1	0%	1%	2.4%	-13%	-1%	0%	-2%	-1.8	i
CCOC1=C2CN(S(=O)(=O)c3ccc(C)cc3)[C@H](c3ccccc3)C[C@@H]2N(S(=O)(=O)c2ccccc2C)[C@H](c2ccccc2)C1	/	/	-0.4%	-40%	/	?	-4%	0.8	i
CCC(CC)c1nnc(NC(=O)Cc2cccs2)s1	-6%	7%	-0.7%[9.22 µM]	5%	-1%	2%	6%	-3.5	i
CSc1cccc(NS(=O)(=O)c2cn(C)c(C)n2)c1	/	/	-0.4%	-7%	10%	21%	-10%	/	/
C=C(C)CSc1nnc(-c2ccc(OC)c(OC)c2)n1N	1%	-20%	0.3%	-8%	1%	-2%	18%	1.8	i
CC1=C(c2ccc(C)c(C)c2)S(=O)(=O)N=C1N1CCC(C(=O)NCCc2ccc(Cl)cc2)CC1	/	-27%	-0.2%	-41%	-15%	-39%	0%	/	/
O=C(O)CNC(=O)c1ccccc1F	-1%	14%	-1.3%	8%	-5%	13%	8%	-3.5	/
CCOc1ccc(-n2c(C)c3c(C)nnc(C)c3c2C)cc1	/	/	0.8%	-31%	/	-23%	-17%	0.8	i

# An excerpt of these results, with two lines to a compound.
# Order of values – MmCpn inh, Nrf2 block, Nrf2 ARE act, HepG2 tox, A549 viability, TGFb SMAD3 inh, Abeta rescue, CCT chaperon mod, pAkt inh
> CCOC(=O)C1(Cc2ccccc2C(F)(F)F)CCN(C(=O)c2cc(C(C)=O)n[nH]2)CC1
 : 0%, 27%, 3.5%, 4%, -3%, -13%, -2%, 0.9, i
> COCCOC(=O)c1c(C)oc2ccc(OCC=C(C)C)cc12
 : 0%, -23%, -0.1%, 2%, 2%, 2%, -11%, -12, i

# (next part)
SMILES	MmCpn inh	Nrf2 block	Nrf2 ARE act	HepG2 tox	A549 viability	TGFb SMAD3 inh	Abeta rescue	CCT chaperon mod	pAkt inh
COc1cc([N+](=O)[O-])cc2sc(NC(=O)c3c(F)cccc3F)nc12	-2%	16%	-0.4%	-13%	-4%	-30%	?	-3.2	i
COC(=O)CC1SC(=O)NC1=O (stereo not drawn)	-6%	5%	0.0%	1%	1%	9%	8%	-2.9	i
CSc1ccc(C(=O)C2CCCN(C(=O)CCc3cnn(C)c3)C2)cc1 (stereo not drawn)	0%	-1%	-0.9%	-1%	-5%	1%	7%	2.0	i
O=C(CSc1nnc(-c2ccc(F)cc2)o1)N1CCCc2ccccc21	/	?	-0.4%	-3%	3%	-27%	8%	/	/
CC(=O)N1N=C(c2ccc3ccccc3c2)OC1(C)C	-3%	-3%	1.0%	2%	1%	6%	6%	-0.2	i
Cc1cc(C)cc(CC(=O)N2CCC2(C)C(=O)NS(=O)(=O)Cc2ccccc2)c1 (stereo not drawn)	/	/	-0.1%	17%	/	15%	-6%	-3.0	i
CN(Cc1ccccc1)C(=O)COC(=O)C1CCN(S(=O)(=O)c2ccc(Cl)c(C(F)(F)F)c2)CC1	-2%	-14%	0.2%	4%	0%	10%	13%	1.7	i
COc1ccc(S(=O)(=O)NCC(c2ccc(N(C)C)cc2)N2CCc3ccccc32)cc1OC (stereo not drawn)	/	/	1.3%	4%	0%	-7%	-27%	/	/
Cc1nnc(SCC(=O)N2CCN(c3ccccc3F)CC2)n1C1CC1	1%	6%	0.7%	0%	0%	-9%	-10%	-97*	i
CCc1cc2cc(C)cc(C)c2nc1SCC(=O)N1CCCC1	-1%	2%	0.3%	7%	-1%	2%	-14%	1.1	i
CC1(C(=O)NS(=O)(=O)C2CC2)CCCN(C(=O)Cc2ccc3ccccc3c2)C1 (stereo not drawn)	/	/	-1.1%	0%	/	20%	3%	-2.2	i
CC(C)OCC(O)CCc1n[nH]c(=S)n1-c1ccccc1 (stereo not drawn)	1%	18%	-0.9%	4%	0%	6%	13%	3.4	i
COc1ccc(S(=O)(=O)N2CCOCC2)c(C)c1C	1%	6%	-0.6%	-3%	-6%	-4%	29%	0.7	i
